Bioassay records as filed in PubChem BioAssay.
BioA inh – inhibitors of Mycobacterium tuberculosis BioA enzyme. purified M. tuberculosis BioA enzyme, plate reader. inhibition, % at 9.99 µM. actives 0.096% (n = 360,000). AID 602481; in the data active = inhibition above about 40%
Starred values were filed as active, the others as inactive; & = joins results of further samples. Not all compounds are listed, so the mix of outcomes need not match the whole.

C[C@@H]1CN([C@H](C)CO)C(=O)c2cc(C#Cc3ccc(F)cc3)cnc2O[C@@H]1CN(C)C
  BioA inh = -1.7

CCCN(C)C[C@H]1Oc2cc(C#Cc3ccccc3F)ccc2S(=O)(=O)N([C@H](C)CO)C[C@@H]1C
  BioA inh = -1.4

CO[C@H]1CN(C)C(=O)c2ccc(NC(=O)Nc3ccccc3F)cc2OC[C@H](C)N(C)C[C@@H]1C
  BioA inh = 3.0

CO[C@@H]1CN(C)C(=O)c2ccc(NC(=O)NC(C)C)cc2OC[C@H](C)N(Cc2ccc(-c3ccccn3)cc2)C[C@@H]1C
  BioA inh = -0.4

Cc1noc(C)c1S(=O)(=O)Nc1ccc2c(c1)C(=O)N([C@H](C)CO)C[C@@H](C)[C@H](CN(C)Cc1ccncc1)OCCCC[C@H](C)O2
  BioA inh = -2.3

Cc1ccccc1S(=O)(=O)N1[C@H](C#N)[C@@H](c2ccccc2)[C@@H]1CO
  BioA inh = 0.4

CNC[C@H]1Oc2cc(C#Cc3ccccc3)ccc2S(=O)(=O)N([C@H](C)CO)C[C@@H]1C
  BioA inh = 3.0

C[C@@H]1CN([C@H](C)CO)C(=O)c2cc(C#CC(C)(C)O)cnc2O[C@@H]1CN(C)C(=O)c1ccccc1F
  BioA inh = 3.7

CN(C)CC(=O)Nc1ccc2c(c1)[C@@H]1C[C@@H](CC(=O)NCc3ccccn3)O[C@@H](CO)[C@@H]1O2
  BioA inh = -2.3

C[C@@H]1CCCCO[C@H](CN(C)C(=O)Nc2ccccc2)[C@H](C)CN([C@H](C)CO)C(=O)c2cc(NC(=O)NC3CCCCC3)ccc2O1
  BioA inh = -1.2

O=C(c1ccc2c(c1)OCO2)N1C[C@@H]2[C@H](c3ccccc31)[C@H](CO)N2Cc1cccnc1
  BioA inh = -3.0

C[C@@H]1CCCCO[C@H](CN(C)C(=O)Nc2ccc3c(c2)OCO3)[C@H](C)CN([C@H](C)CO)C(=O)c2cc(NC(=O)Nc3ccc(C(F)(F)F)cc3)ccc2O1
  BioA inh = -2.8

C[C@@H]1CCCCO[C@H](CN(C)C(=O)Nc2ccc(C(F)(F)F)cc2)[C@@H](C)CN([C@@H](C)CO)C(=O)c2cc(NC(=O)CCC(F)(F)F)ccc2O1
  BioA inh = -0.7

CCC(=O)Nc1ccc2c(c1)C(=O)N(C)C[C@H](OC)[C@H](C)CN[C@@H](C)CO2
  BioA inh = 0.3

CN1C(=O)c2cc(NC(=O)c3cccs3)ccc2OC[C@H]2O[C@H](CC(=O)NCC(F)(F)F)CC[C@H]21
  BioA inh = 12

Quoted at random: 3 compounds from above, in no set order.
Cc1ccccc1S(=O)(=O)N1[C@H](C#N)[C@@H](c2ccccc2)[C@@H]1CO
  BioA inh = 0.4

C[C@@H]1CN([C@H](C)CO)C(=O)c2cc(C#CC(C)(C)O)cnc2O[C@@H]1CN(C)C(=O)c1ccccc1F
  BioA inh = 3.7

CN1C(=O)c2cc(NC(=O)c3cccs3)ccc2OC[C@H]2O[C@H](CC(=O)NCC(F)(F)F)CC[C@H]21
  BioA inh = 12

The list goes on.
CNC[C@H]1OCCCC[C@H](C)Oc2ccc(NC(=O)Nc3ccccc3)cc2C(=O)N([C@@H](C)CO)C[C@@H]1C
  BioA inh = 1.4

COCCNC(=O)C[C@@H]1C[C@H]2c3cc(NC(=O)NC4CCCCC4)ccc3O[C@H]2[C@H](CO)O1
  BioA inh = -1.0

C[C@H]1CN([C@@H](C)CO)C(=O)c2cc(NS(=O)(=O)c3cn(C)cn3)ccc2O[C@@H]1CN(C)Cc1ccc(C(F)(F)F)cc1
  BioA inh = -4.0

O=[N+]([O-])c1ccccc1S(=O)(=O)N1CCN(Cc2cccc(OCCO)c2)CC1
  BioA inh = 1.4

CO[C@@H]1CN(C)C(=O)c2ccc(NC(=O)C3CC3)cc2OC[C@@H](C)N(Cc2nccs2)C[C@H]1C
  BioA inh = 1.6

COc1cccc(C(=O)Nc2ccc3c(c2)OC[C@H](C)N(CCc2ccccc2)C[C@H](C)[C@H](OC)CN(C)C3=O)c1
  BioA inh = -2.2

C[C@@H]1CN([C@H](C)CO)S(=O)(=O)c2ccc(C#Cc3cccc(F)c3)cc2O[C@H]1CN(C)S(=O)(=O)c1ccccc1F
  BioA inh = 0.1

C[C@H]1CN([C@@H](C)CO)C(=O)c2cc(NC(=O)Cc3ccccc3)ccc2O[C@H]1CN(C)S(=O)(=O)c1cn(C)cn1
  BioA inh = 0.5

CO[C@H](CN(C)S(=O)(=O)c1cccc(Cl)c1)[C@H](C)CN([C@H](C)CO)S(=O)(=O)c1ccc(Cl)cc1
  BioA inh = -0.4

C[C@@H]1CN([C@@H](C)CO)C(=O)c2cc(NC(=O)Cc3ccccc3)ccc2O[C@@H]1CN(C)C
  BioA inh = 0.4

Cc1ccc(S(=O)(=O)Nc2ccc3c(c2)C(=O)N([C@H](C)CO)C[C@@H](C)[C@@H](CN(C)S(C)(=O)=O)OCCCC[C@H](C)O3)cc1
  BioA inh = 1.0

COc1ccccc1NC(=O)N(C)C[C@H]1Oc2cc(Br)ccc2S(=O)(=O)N([C@H](C)CO)C[C@@H]1C
  BioA inh = -1.7&1.4

Cc1ccc(S(=O)(=O)Nc2ccc3c(c2)CC(=O)N([C@H](C)CO)C[C@H](C)[C@@H](CN(C)S(=O)(=O)c2ccc(Cl)cc2)O3)cc1
  BioA inh = 2.7

C[C@H](CO)N1C[C@H](C)[C@H](CN(C)S(=O)(=O)c2ccc(C#N)cc2)Oc2ncc(-c3cccc(F)c3)cc2C1=O
  BioA inh = 4.4

CCCNC(=O)N1C[C@H](O)COC[C@@H]2O[C@@H](CC(=O)N3CCC(Cc4ccccc4)CC3)CC[C@H]21
  BioA inh = -1.8

C[C@H]1CN([C@@H](C)CO)C(=O)c2cc(C#CC3CCCCC3)cnc2O[C@@H]1CN(C)S(=O)(=O)c1cccc(F)c1
  BioA inh = -1.9

CCN1[C@@H]2Cn3c(cccc3=O)[C@H]1[C@@H](C(=O)NC1Cc3ccccc3C1)[C@@H]2CO
  BioA inh = 0.8

COCC(=O)Nc1ccc2c(c1)OC[C@H](C)N(Cc1ccccn1)C[C@@H](C)[C@H](OC)CN(C)C2=O
  BioA inh = 0.3

CCNC(=O)[C@H]1[C@H](CO)[C@H]2Cn3c(ccc(C4=CCCC4)c3=O)[C@@H]1N2C(=O)CC
  BioA inh = -2.4

C[C@H](CO)N1C[C@H](C)[C@@H](CN(C)Cc2ccccn2)Oc2cc(C3=CCCC3)ccc2S1(=O)=O
  BioA inh = 0.7

C[C@H](CO)N1C[C@H](C)[C@H](CN(C)C(=O)Nc2ccc(F)cc2)Oc2ccc(NS(=O)(=O)c3ccc(Cl)cc3)cc2C1=O
  BioA inh = -0.1

CNC[C@@H]1Oc2ccc(NC(=O)C3CC3)cc2CC(=O)N([C@H](C)CO)C[C@@H]1C
  BioA inh = 0.9

O=C(C[C@@H]1CC[C@H]2[C@@H](COC[C@@H](O)CN2S(=O)(=O)c2ccc(Oc3ccccc3)cc2)O1)Nc1ccccc1
  BioA inh = 3.8

COc1ccccc1S(=O)(=O)N(C)C[C@H]1OCc2ccccc2-c2c(n(C)c3ccccc23)C(=O)N([C@H](C)CO)C[C@@H]1C
  BioA inh = 0.2

CCCNC(=O)N1[C@H](CO)[C@H](c2ccc(/C=C/c3ccccc3)cc2)[C@@H]1C#N
  BioA inh = -0.8

C[C@@H]1CCCCO[C@H](CN(C)Cc2ccccc2)[C@H](C)CN([C@@H](C)CO)C(=O)c2cc(NS(=O)(=O)c3cccs3)ccc2O1
  BioA inh = -2.0

C[C@H]1CN([C@@H](C)CO)C(=O)Cc2cc(NC(=O)c3ccncc3)ccc2O[C@@H]1CN(C)S(=O)(=O)c1cn(C)cn1
  BioA inh = 7.0

O=C(c1cccc(F)c1)N1CCCCN2[C@H](C1)[C@H](c1ccc(-c3cncnc3)cc1)[C@@H]2CO
  BioA inh = 0.1

C[C@@H]1CN([C@@H](C)CO)C(=O)Cc2cc(NC(=O)NC3CCCCC3)ccc2O[C@H]1CN(C)S(=O)(=O)c1ccccc1
  BioA inh = 0.2

COc1cccc(-c2cnc3c(c2)C(=O)N([C@H](C)CO)C[C@@H](C)[C@H](CN(C)Cc2ccc(C(=O)O)cc2)O3)c1
  BioA inh = -0.9

CCC(=O)Nc1ccc2c(c1)OC[C@H](C)N(Cc1ccccc1)C[C@H](C)[C@H](OC)CN(C)C2=O
  BioA inh = -1.3

O=C(Nc1ccccc1Cl)N1C[C@H]2[C@@H](c3ccccc31)[C@H](CO)N2C(=O)c1cccnc1
  BioA inh = 2.2

C[C@H](CO)N1C[C@H](C)[C@@H](CN(C)C(=O)Cc2cccnc2)Oc2ncc(C#CCN(C)C)cc2C1=O
  BioA inh = 1.2

CCC(=O)NC[C@H]1[C@@H](c2ccccc2)[C@@H](CO)N1C(=O)C1CC1
  BioA inh = -1.6

CCC(=O)N1CCCCN2[C@@H](CO)[C@@H](c3ccc(C#CCOC)cc3)[C@@H]2C1
  BioA inh = -4.0

O=S(=O)(N[C@H]1CC[C@H](CCn2cc(-c3ccccn3)nn2)O[C@H]1CO)c1cccc(Cl)c1
  BioA inh = 0.5

C[C@@H]1CN([C@H](C)CO)C(=O)Cc2cc(NC(=O)Nc3ccccc3)ccc2O[C@@H]1CN(C)C(=O)Nc1ccc(C(F)(F)F)cc1
  BioA inh = -4.4

CN(C)CC(=O)Nc1ccc2c(c1)[C@@H]1C[C@H](CC(=O)N(C)C)O[C@H](CO)[C@@H]1O2
  BioA inh = -3.4

COc1ccccc1NC(=O)N[C@@H]1CC[C@H](CCn2cc(-c3ccccc3OC)nn2)O[C@H]1CO
  BioA inh = -0.8

Cc1ccc(-c2ccc([C@@H]3[C@@H](CO)N4CCCCN(S(=O)(=O)c5cccc(C)c5)C[C@@H]34)cc2)cc1
  BioA inh = -4.8

C[C@@H]1CCCCO[C@@H](CN(C)C(=O)c2ccncc2)[C@@H](C)CN([C@H](C)CO)C(=O)c2cc(NS(=O)(=O)c3ccccc3)ccc2O1
  BioA inh = 2.0

CO[C@H]1CC[C@H]2CCOc3c(C#N)cccc3C(=O)N(C)C[C@@H](OC)[C@@H](C)C(=O)N(C)C[C@H]1O2
  BioA inh = -1.0

C[C@@H]1CN([C@H](C)CO)C(=O)c2cc(NC(=O)Cc3ccccc3)ccc2O[C@@H](C)CCCCO[C@@H]1CN(C)S(=O)(=O)c1cccs1
  BioA inh = -1.1

O=C(C[C@@H]1C[C@@H]2c3cc(NS(=O)(=O)c4ccc(F)cc4)ccc3O[C@@H]2[C@H](CO)O1)N1CCOCC1
  BioA inh = -0.4

Cc1ccc(S(=O)(=O)N2CC[C@@H]3[C@H](CO)Nc4ccc(-c5cccc(C(=O)N(C)C)c5)cc4[C@@H]32)cc1
  BioA inh = 36

COc1ccc(NC(=O)Nc2ccc3c(c2)[C@@H]2C[C@H](CC(=O)N4CCN(C)CC4)O[C@H](CO)[C@@H]2O3)cc1
  BioA inh = 0.9

COc1ccc(S(=O)(=O)Nc2ccc3c(c2)C(=O)N([C@H](C)CO)C[C@@H](C)[C@H](CN(C)C(=O)Cc2ccccc2)OCCCC[C@@H](C)O3)cc1
  BioA inh = 0.1

COc1ccc(S(=O)(=O)Nc2ccc3c(c2)C(=O)N([C@H](C)CO)C[C@H](C)[C@H](CN(C)Cc2ccc(Oc4ccccc4)cc2)O3)cc1
  BioA inh = 0.3

COCC(=O)N(C)C[C@@H]1Oc2ncc(C#Cc3cccnc3)cc2C(=O)N([C@H](C)CO)C[C@H]1C
  BioA inh = 16

O=C1N[C@@H](Cc2ccccc2)C(=O)N2[C@@H]1C[C@@H](C(=O)NCc1ccc(F)cc1)[C@H]2c1ccc(O)cc1
  BioA inh = 0.4

CCNC(=O)Nc1ccc2c(c1)C(=O)N(C)[C@H]1CC[C@@H](CC(=O)NCCOC)O[C@H]1CO2
  BioA inh = 1.4

COc1ccc(-c2cc3c(c(-c4ccc(Oc5ccccc5)cc4)n2)[Si](C(C)C)(C(C)C)OC3)cn1
  BioA inh = 1.2

COCC#Cc1cnc2c(c1)C(=O)N([C@@H](C)CO)C[C@H](C)[C@H](CN(C)C(=O)c1cccc(F)c1)O2
  BioA inh = 2.6

C[C@@H]1CN([C@@H](C)CO)S(=O)(=O)c2ccc(C#C[C@@H](C)O)cc2O[C@@H]1CN(C)C
  BioA inh = -4.6

CCCNC(=O)C[C@@H]1CC[C@H]2[C@@H](COc3ccc(NC(=O)c4cccc(C(F)(F)F)c4)cc3C(=O)N2C)O1
  BioA inh = -0.5

C[C@H](CO)N1C[C@H](C)[C@@H](CN(C)CC2CC2)Oc2c(NS(=O)(=O)c3cn(C)cn3)cccc2C1=O
  BioA inh = 6.0

COc1ccc(NC(=O)N[C@@H]2CC[C@@H](CCNC(=O)Cc3ccncc3)O[C@H]2CO)cc1
  BioA inh = -2.7

Cc1noc(C)c1S(=O)(=O)N(C)C[C@H]1Oc2ccc(NC(=O)CCC(F)(F)F)cc2CC(=O)N([C@@H](C)CO)C[C@H]1C
  BioA inh = -0.9

CN(C)C(=O)[C@@H]1[C@@H](CO)[C@@H]2Cn3c(ccc(C4=CCCCC4)c3=O)[C@@H]2N1Cc1ccccn1
  BioA inh = -1.8

C[C@@H]1CN([C@@H](C)CO)C(=O)c2cccc(NC(=O)Nc3ccc4c(c3)OCO4)c2O[C@H]1CN(C)CC1CC1
  BioA inh = 9.2

C[C@H](CO)N1C[C@H](C)[C@@H](CN(C)C(=O)Nc2ccccc2)Oc2ccc(NC(=O)Nc3ccc(F)cc3)cc2CC1=O
  BioA inh = 0.0

N#C[C@@H]1[C@H](c2ccc(-c3cncnc3)cc2)[C@H](CO)N1C(=O)CN1CCOCC1
  BioA inh = -0.9

CC(C)(C)[S@@](=O)N1Cc2cc(C(=O)NCc3ccccc3F)nc(-c3cccc(-c4cccnc4)c3)c2[C@H]1CCO
  BioA inh = 7.8

C[C@H]1CN([C@@H](C)CO)S(=O)(=O)c2ccc(C#Cc3cccnc3)cc2O[C@H]1CN(C)CC1CCOCC1
  BioA inh = 2.8

Cc1noc(C)c1NC(=O)N(C)C[C@@H]1Oc2ccc(NC(=O)NC3CCCCC3)cc2C(=O)N([C@H](C)CO)C[C@H]1C
  BioA inh = -2.8

CNC[C@H]1Oc2c(NS(C)(=O)=O)cccc2C(=O)N([C@H](C)CO)C[C@H]1C
  BioA inh = -2.1
